Assay outcomes deposited in PubChem BioAssay by National Center for Advancing Translational Sciences (NCATS).
AmpC inh detg – inhibitors of E. coli AmpC beta-lactamase with detergent; AmpC hydrolysis of nitrocefin, absorbance 480 nm, 0.01% Triton; actives 0.041% (n = 370,000); Potency, µM (highest dose often 114 µM), inactives show at the top dose activity change, negative = inhibition, hits mostly inhibitors; P00811;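 note: potency is the fitted concentration of half-maximal effect; 0% = no-compound wells and -100% = no-enzyme wells; nearly all actives have a fitted effect of over 25% in size; some results filed as inactive show a strong effect at the top dose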
Target sequence (P00811 whole entry, looked up): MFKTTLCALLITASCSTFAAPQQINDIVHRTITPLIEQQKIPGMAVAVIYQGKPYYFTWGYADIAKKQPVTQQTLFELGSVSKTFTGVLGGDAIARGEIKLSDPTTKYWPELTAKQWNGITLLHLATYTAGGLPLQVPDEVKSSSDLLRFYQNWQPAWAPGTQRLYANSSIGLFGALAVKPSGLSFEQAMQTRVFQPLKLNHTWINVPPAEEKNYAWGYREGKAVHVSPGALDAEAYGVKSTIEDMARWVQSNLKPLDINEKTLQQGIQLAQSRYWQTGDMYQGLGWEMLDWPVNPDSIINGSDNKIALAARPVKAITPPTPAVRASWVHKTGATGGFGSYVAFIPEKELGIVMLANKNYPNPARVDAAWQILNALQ
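AmpC (5.3 nM in the dispensed reagent) in 20 mM phosphate pH 7.0 with 0.01% (detergent screen) or 0.0001% Triton X-100 was preincubated with compounds for 15 min at room temperature. Nitrocefin was then added from an 800 uM solution, and hydrolysis was followed at 480 nm.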
AmpC inh no detg – blocks E. coli AmpC beta-lactamase in detergent-free assay; AmpC nitrocefin hydrolysis, absorbance 480 nm, 0.0001% Triton; P00811; Potency, µM (top dose mostly 57.1 µM), without a hit: at the highest dose activity change, negative = inhibition, usual class: inhibitors; actives 0.52% (n = 330,000);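 note: potency is the fitted concentration of half-maximal effect; plate controls were no compound for no effect and no enzyme for full effect; nearly all actives have a fitted effect of over 20% in size; some results filed as inactive show a strong effect at the top dose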
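AmpC (5.3 nM in the dispensed reagent) in 20 mM phosphate pH 7.0 with 0.01% (detergent screen) or 0.0001% Triton X-100 was preincubated with compounds for 15 min at room temperature. Nitrocefin was then added from an 800 uM solution, and hydrolysis was followed at 480 nm.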
FBPA Giardia inh – inhibitors of Giardia lamblia fructose-1,6-bisphosphate aldolase | A8B2U2 | actives 0.71% (n = 290,000) | purified Giardia FBPA | Potency, µM (series often up to 59.6 µM), for the others: at the highest dose activity, negative = inhibition, hits mostly inhibitors; note: potency is the fitted concentration of half-maximal effect; % is set by controls: 0 for no effect and ±100 for the full control effect; nearly all actives have a fitted effect of over 55% in size
Target sequence (A8B2U2 whole entry, looked up): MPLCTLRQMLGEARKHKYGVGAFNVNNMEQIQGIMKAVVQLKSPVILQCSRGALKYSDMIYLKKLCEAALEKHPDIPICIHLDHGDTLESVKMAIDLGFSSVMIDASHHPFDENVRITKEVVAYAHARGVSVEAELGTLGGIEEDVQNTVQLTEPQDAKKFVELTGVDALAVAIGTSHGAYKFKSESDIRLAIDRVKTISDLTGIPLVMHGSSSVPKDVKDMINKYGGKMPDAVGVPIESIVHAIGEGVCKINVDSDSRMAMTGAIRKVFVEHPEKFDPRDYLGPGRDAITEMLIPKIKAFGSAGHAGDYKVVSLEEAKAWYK
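Giardia FBPA (40 nM reagent) was preincubated 10 min at RT with compound (up to 57.5 uM final), then substrate plus GAPDH/TPI/NAD/arsenate coupling system with diaphorase/resazurin was added; resorufin fluorescence (525/598 nm) was read after 20 min.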
AMA1 RON2 block – disrupts binding of P. falciparum AMA1 to RON2 | AlphaScreen AMA1-biotinylated RON2 peptide binding | Potency, µM (top dose mostly 58.2 µM), for inactives: top-dose activity change, negative = inhibition, actives largely listed as inhibitors | actives 0.2% (n = 360,000) | AID 720542;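 note: potency is the fitted concentration of half-maximal effect; 0% = vehicle wells and -100% = peptide control; nearly all actives have a fitted effect of over 45% in size; some results filed as inactive show a strong effect at the top dose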
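AMA1 (3D7) with his tag at 25 nM final met compounds first, then biotinylated RON2 peptide at 25 nM; detection used donor plus acceptor beads, 10 µg/mL apiece, read by AlphaScreen after 30 min at room temperature.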
HCMV inh – blocks human cytomegalovirus replication; HFF cells, HCMV-luciferase reporter, 72 h; hits give low values; actives 4.5% (n = 410,000); activity change, negative = inhibition, % at 57.5 µM; AID 1259415; in the data active = activity change below about -60%; inconclusive = no clear call, values can overlap the other calls; inactive = above about -39%; note: % is set by controls: 0 for no effect and ±100 for the full control effect
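Steps: HFFs plated, 16 h 37C; compounds added; HCMV-luciferase added to MOI 1 PFU/cell; 72 h 37C; OneGlo reagent, 5 min room temperature; luminescence read, normalized to controls.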
Shiga toxin inh – Shiga toxin inhibition | Vero cells, Shiga toxin protein synthesis inhibition reporter | inhibition, % at 38.7 µM | actives 9.2% (n = 290,000) | AID 2315; in the data active = inhibition mostly above about 28%, no sharp cut-off; inactive = mostly below about 43%; note: 0% is about no effect
CHX counter – affects cycloheximide protein synthesis inhibition readout, counter-screen; cell reporter, cycloheximide protein synthesis inhibition counterscreen; max response, %; actives 12% (n = 300,000); in the data active = max response mostly above about 13%, no sharp cut-off; inactive = mostly below about 14%; note: read at 38.3 µM for the half of the compounds with a filed dose; 0% is about no effect
Numbers without * were called inactive; ? = inconclusive; nt = not tested or not shown; [ ] = another dose, or the depositor's remark. Unless noted, calls come from the whole dose curve; as a rule, active = well fitted curve in the direction sought with a large enough effect; inconclusive = small, poorly fitted or top-dose-only effect, or another doubt; inactive = no such curve, though single readings can be large; an effect the other way counts as inactive or inconclusive.

SMILES	AmpC inh detg	AmpC inh no detg	FBPA Giardia inh	AMA1 RON2 block	HCMV inh	Shiga toxin inh	CHX counter
O=C(c1oc2ccccc2c1CSCc1ccccc1)N1CCN(c2ncccn2)CC1	-13.8%	14.0%	6.4%	-14.8%	?	3.9	-2.3
CC(=O)Nc1ccc(C(c2c(O)c3ccccc3oc2=O)c2c(C)n(C)n(-c3ccccc3)c2=O)cc1 (stereo not given)	-11.4%	-9.9%	24.9%	1.9%	0.0	-6.8	-6.6
COCCN(C(=O)CNC(=O)c1ccco1)C(C(=O)NC1CCCC1)c1ccc(OC)c(OC)c1 (stereo not given)	-12.1%	-5.2%	0.4%	13.8%	-3.7	-6.9	-2.3
CC1CCN(c2ccc3nnc(CCC(=O)NCC(C)c4ccccc4)n3n2)CC1 (stereo not given)	-4.2%	115.6%[activator]	5.6%	8.7%	-33.7	-6.3	-4.0
CN(C(=O)c1cccc(NC(=O)c2ccco2)c1)c1ccccc1	-9.3%	-15.0%	4.5%	-7.0%	27.9	nt	1.3
CCOC(=O)/C=C/C(=O)Nc1ccc(S(=O)(=O)N2CCCCCC2)cc1	-3.5%	-36.5%	0.5%	8.7%	65.2	0.9	-2.4
O=C(Cn1c(SCC(=O)N2CCc3ccccc3C2)nc2ccccc21)NC1CCCC1	-0.2%	-17.5%	-9.8%	-9.3%	-7.7	-15.2	-2.3
COc1ccc(N(C(=O)c2snc(C(N)=O)c2N)C(C(=O)NCc2ccc(F)cc2)c2ccc(O)cc2)cc1 (stereo not given)	2.2%	-22.5%	2.6%	-15.0%	-21.7	34.8	-0.5
CC1C(=O)C(C)(C)C(=O)OC1c1ccc([N+](=O)[O-])cc1 (stereo not given)	-1.5%	-17.2%	-1.2%	-6.5%	-104.0*	17.3	4.9
CCn1c2c(c3cc(Cl)ccc31)CCCC2=O	?	-11.9%	0.5%	9.0%	43.1	-12.6	-4.6
OCCC1CCCCN1CC(O)COCc1ccc(Cl)cc1 (stereo not given)	3.4%	-11.7%	?	-16.7%	32.7	-6.6	-1.9
Cc1cccc(C)c1OCC(=O)Nc1cccc(-c2nnc(-c3ccccc3)o2)c1	0.3%	-16.7%	1.6%	-1.7%	-17.8	33.0	1.9
C=CCn1c(SCC(=O)NCCCO)nc2sc3c(c2c1=O)CCC3	?	-6.9%	11.6%	-18.9%	70.2	9.0	-2.0
COCCCN1C(=O)C(=O)/C(=C(/O)c2ccc(C)cc2)C1/C=C/c1ccccc1 (stereo not given)	-3.6%	-10.6%	-8.8%	-4.0%	-37.2	-6.9	1.0
Cc1ccc(CN2CCN(CC(=O)N3CCC4(CC3)OCCO4)C2=O)cc1	-9.9%	24.8%	0.6%	-1.5%	-1.1	-16.5	-2.3
COc1ccc(NC(=O)CN(C)C(=O)CSCc2ccc(C)cc2)cc1	0.0%	-2.6%	nt	8.5%	31.2	nt	nt
Cc1ccc(S(=O)(=O)NCc2ccccc2)cc1C(=O)NC(C)c1ccc(S(N)(=O)=O)cc1 (stereo not given)	?	-9.0%	nt	4.8%	-8.7	nt	nt
c1ccc(-c2ccc(OCCCn3cncn3)cc2)cc1	?	18.9%	-17.3%	?	-19.3	60.9*	40.6*
Cc1cc(N2CCN(c3ccccc3)CC2)nc(NCc2ccccc2)n1	-1.5%	39.7%	7.9%	-10.3%	-39.3	3.4	6.7
CCN1CCN(CCNC(=O)c2ccc(/C=C3/Sc4ccccc4N(Cc4ccccc4C)C3=O)cc2)CC1	12.9%	210.4%[activator]	-2.7%	-21.7%	-62.6*	-34.3	-13.2
CC(=O)c1ccc(-c2nnc(CCC(=O)N3CCCC(C(=O)CC(C)C)C3)o2)s1 (stereo not given)	-11.1%	70.4%[activator]	3.5%	-1.3%	20.0	79.5*	34.4*
CC1CCCC(NC(=O)c2cccs2)C1C (stereo not given)	2.8%	-8.5%	nt	19.0%	-3.6	nt	nt
COc1cccc(C2=NO[C@@H]3C(=O)N(Cc4ccccc4)C(=O)[C@H]23)c1OC	-6.8%	-24.9%	-7.3%	3.6%	45.2	27.3	4.1
CCOC(=O)c1sc2ncn(/N=C/c3cccnc3)c(=O)c2c1C	4.1%	0.0%	-2.7%	-1.6%	-32.4	17.1	6.3
C[C@@H]1CN([C@H](C)CO)C(=O)Cc2cc(NC(=O)CCC(F)(F)F)ccc2O[C@@H]1CN(C)C(=O)Nc1ccccc1	nt	32.0%	nt	2.2%	27.8	nt	nt

Of the compounds above, two contain a Cl atom:
SMILES	AmpC inh detg	AmpC inh no detg	FBPA Giardia inh	AMA1 RON2 block	HCMV inh	Shiga toxin inh	CHX counter
CCn1c2c(c3cc(Cl)ccc31)CCCC2=O	?	-11.9%	0.5%	9.0%	43.1	-12.6	-4.6
OCCC1CCCCN1CC(O)COCc1ccc(Cl)cc1 (stereo not given)	3.4%	-11.7%	?	-16.7%	32.7	-6.6	-1.9

The listing continues.
SMILES	AmpC inh detg	AmpC inh no detg	FBPA Giardia inh	AMA1 RON2 block	HCMV inh	Shiga toxin inh	CHX counter
CC1CC(C)CN(C(=O)CNC(=O)c2ccc3ccccc3c2)C1 (stereo not given)	-1.6%	-1.1%	4.1%	3.8%	-3.3	12.6	18.5*
CN(C)c1ccc(C(=O)c2ccc(N(C)C)c3ccccc23)cc1	-9.0%	-28.4%	-4.3%	?	-80.0*	68.2*	24.8*
COc1ccccc1C(=O)OCc1nc(N)nc(Nc2ccccc2C)n1	-10.8%	-8.5%	0.1%	11.9%	-22.8	43.1	36.1*
O=C(CCSc1nc(-c2ccco2)cc(C(F)(F)F)n1)Nc1ccc2c(c1)OCO2	-16.0%	-19.2%	-8.1%	-3.9%	-0.4	-4.1	-2.7
COc1ccc(S(=O)(=O)NCC2CCCN(C(=O)c3ccco3)C2)cc1 (stereo not given)	-2.1%	-1.7%	6.2%	-1.4%	38.6	-2.8	14.3
OC(C#CCN1CCCCC1)c1ccccc1 (stereo not given)	?	-9.0%	-15.2%	-6.1%	25.4	20.8	0.9
Oc1sc(C=Nc2ccc(F)cc2)c2ccccc12	-1.2%	-32.6%	-0.6%	28.2%	75.5	13.3*	57.3*
COc1ccc2c(c1)C1NC(=S)NC(C)(O2)C1C(=O)Nc1ccc(C)cc1C (stereo not given)	-0.8%	-13.8%	0.7%	4.8%	-21.9	-17.9	-5.5
FC(F)(F)c1ccc2c(c1)NCC1CCCN21 (stereo not given)	-7.2%	-32.7%	-13.5%	?	-5.0	40.0	17.2*
CC1=CC(C)(C)NC(=S)N1c1cc(C)cc(C)c1	8.4%	-4.1%	?	4.0%	13.6	-4.1	-7.2
CCN(CC)S(=O)(=O)c1ccc(/C=C/C(=O)Nc2ccc(N3CCOCC3)cc2)cc1	-0.6%	51.6%	-0.3%	-26.8%	-83.2*	15.9	-0.9
COc1ccc(CNCCc2ccc(Cl)cc2Cl)cc1	-2.5%	-10.8%	-7.6%	1.0%	19.8	-18.4	-2.9
COCCSc1nnc(NC(=O)C2CC(=O)N(c3ccc(Cl)cc3)C2)s1 (stereo not given)	1.2%	-1.2%	10.6%	-4.4%	11.9	11.6	-7.7
Brc1ccc(/C=N/Nc2nncc(-c3ccccc3)n2)o1	8.1%	-7.6%	0.7%	nt	?	-7.8	12.3
Cc1cccc(C)c1NC(=O)C1(N(Cc2ccco2)C(=O)CC2NC(=O)NC2=O)CCCC1 (stereo not given)	-12.9%	-12.5%	3.0%	13.8%	-6.2	-2.5	-2.0
Cc1ccc(-c2noc(CCC(=O)NCCCN3CCN(c4ccc(F)cc4)CC3)n2)cc1	-15.6%	29.6%	3.1%	7.8%	-26.2	-17.0	-4.6
O=C(CN1CCN(Cc2ccccc2)CC1)N/N=C/c1c[nH]c2ccccc12	1.4%	0.3%	4.7%	-1.9%	?	15.9	-1.4
CCOC(=O)c1c(C)[nH]c(C(=O)C(C)N2CCCC2)c1C (stereo not given)	3.4%	-20.5%	3.3%	-5.5%	-0.9	6.2	-1.9
COc1ccc(S(=O)(=O)N2CCOCC2)cc1NC(=O)CCNC(=O)c1ccc([N+](=O)[O-])cc1	-12.2%	-10.2%	nt	6.1%	4.6	nt	nt
COc1ccc(N=C2SC(CC(=O)Nc3cccc(Cl)c3)C(=O)N2Cc2ccco2)cc1 (stereo not given)	?	-37.6%	-2.8%	7.5%[11.6 µM]	-30.5	15.8*	36.6*
CCNS(=O)(=O)c1ccc(CCC(=O)N2CCc3ccccc3C2)cc1	-3.1%	-2.7%	3.4%	1.5%	27.4	nt	-4.4
C=CCn1c(=S)[nH]c2cc(-c3ccccc3)sc2c1=O	-5.4%	-33.3%	-12.9%	57.1%[activator]	30.1	38.8*	-0.3
O=C(Nc1cc(Cl)cc(Cl)c1)C(NCCCO)c1ccccc1 (stereo not given)	1.0%	43.0%	2.8%	nt	nt	-6.1	1.0
Cc1ccc(C(=O)Nc2nc(C(C)(C)C)cs2)s1	0.4%	-26.9%	-11.7%	0.2%	-33.7	157.8*	56.5*
O=C(CSc1nc(N2CCOCC2)nc(N2CCOCC2)n1)Nc1ccc(Cl)cc1Cl	?	-15.5%	nt	-0.2%	-4.2	-9.8	-1.0
CN(C)S(=O)(=O)c1cccc(NC(=O)Cc2ccsc2)c1	-5.4%	-15.6%	-1.7%	7.7%	-12.1	-2.0	-3.0
O=C(CCc1ccccc1)NCC(=O)N/N=C/c1ccc2c(c1)OCO2	0.0%	-6.4%	1.9%	2.7%	?	53.2*	19.2*

Record cards, from the list above. Values in the order: AmpC inh detg, AmpC inh no detg, FBPA Giardia inh, AMA1 RON2 block, HCMV inh, Shiga toxin inh, CHX counter
`COc1ccc(N=C2SC(CC(=O)Nc3cccc(Cl)c3)C(=O)N2Cc2ccco2)cc1` (stereo not given) as listed: ?, -37.6%, -2.8%, 7.5%[11.6 µM], -30.5, 15.8*, 36.6*
`CN(C)S(=O)(=O)c1cccc(NC(=O)Cc2ccsc2)c1` as listed: -5.4%, -15.6%, -1.7%, 7.7%, -12.1, -2.0, -3.0

3 entries from above, in markdown.
| Structure | AmpC inh detg | AmpC inh no detg | FBPA Giardia inh | AMA1 RON2 block | HCMV inh | Shiga toxin inh | CHX counter |
| --- | --- | --- | --- | --- | --- | --- | --- |
| COc1ccccc1C(=O)OCc1nc(N)nc(Nc2ccccc2C)n1 | -10.8% | -8.5% | 0.1% | 11.9% | -22.8 | 43.1 | 36.1* |
| CCNS(=O)(=O)c1ccc(CCC(=O)N2CCc3ccccc3C2)cc1 | -3.1% | -2.7% | 3.4% | 1.5% | 27.4 | nt | -4.4 |
| CC1=CC(C)(C)NC(=S)N1c1cc(C)cc(C)c1 | 8.4% | -4.1% | ? | 4.0% | 13.6 | -4.1 | -7.2 |

Rows are unselected; about 16% have a hit in one of these screens.
